Screens: PubChem BioAssay, several laboratories
EBV gp42 block: Epstein-Barr virus gp42 inhibitors, primary screen, biochemical, uHTS, fluorescence polarization; Glycoprotein 42 (Epstein-Barr virus (strain AG876)), Q1HVG2; Fluorescence polarization binding assay, mP read-out; inhibition, % (tested at 21.74 µM); 0.42% of 220,000 active; AID 1085, 2008; in the data active = inhibition above about 50%
Target sequence (Q1HVG2 whole entry, looked up): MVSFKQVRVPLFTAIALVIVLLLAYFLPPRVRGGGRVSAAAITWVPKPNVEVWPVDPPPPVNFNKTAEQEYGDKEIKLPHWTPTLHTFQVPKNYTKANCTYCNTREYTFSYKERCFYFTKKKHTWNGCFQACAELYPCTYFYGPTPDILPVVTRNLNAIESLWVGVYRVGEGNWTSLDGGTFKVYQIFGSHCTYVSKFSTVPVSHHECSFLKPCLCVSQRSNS
TbHK1 inh: Trypanosoma brucei hexokinase 1 inhibitors, primary screen, biochemical, G6PDH-coupled NADH absorbance, MLSCN library; recombinant TbHK1, G6PDH-coupled NADH A340; hexokinase 1 [Trypanosoma brucei]; 0.11% of 220,000 active; inhibition, % at 10 µM;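 active = inhibition of 50% or more in the single-dose primary screen; inactive = inhibition below 50%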
Runt-SMMHC FRET: inhibitors of RUNX1 Runt–CBFb-SMMHC binding, primary screen, biochemical, FRET, Cerulean-Runt, Venus-CBFb-SMMHC, uHTS; Cerulean-Runt/Venus-CBFb-SMMHC FRET ratio 530/480, 1 h; AID 1434, 2008; inhibition, % at 20 µM; 0.74% of 220,000 active;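 active = mean inhibition across duplicate retests at 20 µM reaching about 50%, limit read from the data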;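 note: 0% = DMSO wells and 100% = wells with excess untagged CBFb-SMMHC; inhibitors lower the FRET ratio by blocking Runt binding to CBFb-SMMHC; some results filed as inactive read as strong as hits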
m-calpain inh: inhibitors of pig calpain II, primary screen, biochemical, fluorogenic peptide substrate, 1536-well | purified calpain II, 30 min | inhibition, % at 16 µM | 0.37% of 220,000 active;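 active = inhibition above about 50%, limit read from the data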
Runt-CBFb FRET: inhibitors of RUNX1 Runt–CBFb binding, primary screen, biochemical, FRET, Cerulean-Runt, Venus-CBFb, uHTS; Cerulean-Runt/Venus-CBFb FRET ratio 530/480, 1 h; inhibition, % at 20 µM; 0.46% of 220,000 active; AID 1496, 2009;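 active = inhibition over about 50% at 20 µM in the single-dose screen, limit read from the data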;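 note: 0% = DMSO wells and 100% = excess unlabeled CBFb competitor control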
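Doses: 20 µM compound in 1% DMSO | Material: Cerulean-labeled Runt domain protein | Amount: Each fluorescent fusion protein 100 nM | Schedule: Two 1 h room-temperature incubations shielded from light | Measured by: FRET fluorescence | Evaluation: Loss of energy transfer signal | Controls: Unlabeled CBFb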
p47phox inh: p47phox/p22phox peptide binding inhibitors, primary screen, biochemical, uHTS, NADPH oxidase regulatory subunit | AID 1274, 2008 | inhibition, % at 24.7 µM | 0.53% of 220,000 active | fluorescence polarization, 2 h | Neutrophil cytosol factor 1 (Homo sapiens), P14598;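 active = inhibition above about 30%, limit read from the data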;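 note: 0% = p47phox with labelled peptide and 100% = labelled peptide alone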
Target sequence (P14598 whole entry, looked up): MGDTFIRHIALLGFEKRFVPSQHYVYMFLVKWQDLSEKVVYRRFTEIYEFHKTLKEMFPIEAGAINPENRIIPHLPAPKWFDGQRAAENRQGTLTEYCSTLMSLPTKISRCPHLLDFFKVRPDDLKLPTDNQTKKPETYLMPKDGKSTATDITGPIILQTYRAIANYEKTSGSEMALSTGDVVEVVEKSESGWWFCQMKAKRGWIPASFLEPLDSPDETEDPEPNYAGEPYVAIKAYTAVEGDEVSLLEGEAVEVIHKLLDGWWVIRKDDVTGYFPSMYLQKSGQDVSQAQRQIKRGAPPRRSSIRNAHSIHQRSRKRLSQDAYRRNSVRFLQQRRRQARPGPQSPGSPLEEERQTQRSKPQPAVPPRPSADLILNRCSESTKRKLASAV
p97 ATPase inh: inhibitors of human p97 ATPase, primary screen, biochemical; Transitional endoplasmic reticulum ATPase (Homo sapiens), P55072; recombinant p97 ATPase, Kinase-Glo ATP luminescence, 3 h; inhibition, % at 8 µM; 0.42% of 220,000 active; in the data active = inhibition above about 15%;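 note: 0% = DMSO vehicle and 100% = wells lacking enzyme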
RBBP9 inhibitor: human RBBP9 inhibitors, primary screen, biochemical, fluorescence polarization, FP-Rh probe, HTS; recombinant RBBP9; inhibition, % at 7.94 µM; 0.2% of 220,000 active;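 active = inhibition above the campaign mean of all tested compounds plus 3 SD, cut at about 14% in these data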;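 note: plate controls were DMSO wells with RBBP9 for no effect and wells lacking RBBP9 protein for full effect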
Target sequence (O75884 whole entry, looked up): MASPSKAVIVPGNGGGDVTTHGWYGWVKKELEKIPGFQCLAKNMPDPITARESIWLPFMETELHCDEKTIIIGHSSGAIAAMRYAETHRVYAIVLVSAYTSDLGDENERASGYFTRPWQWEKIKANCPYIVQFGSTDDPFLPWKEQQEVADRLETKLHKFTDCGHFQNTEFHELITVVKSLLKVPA
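Measured by: FP readout at 525/598 nm; material: recombinant human RBBP9; also added: Serine-hydrolase probe FP-Rh, 375 nM pre-mixing; medium: Tris buffer pH 8.0, NaCl, Pluronic; replication: one well per compound; doses: one concentration, 7.94 µM nominal, 0.794% DMSO; timing: preincubation 30 min plus labeling 45 min at 25 °C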
Furin inh: human furin inhibitors, primary screen, biochemical, fluorescence intensity | purified furin, fluorogenic substrate cleavage | 0.061% of 220,000 active | inhibition, % at 30 µM | P09958; in the data active = inhibition above about 25%; note: inactives centre near -15
Starred values were filed as active, the others as inactive; i = inactive; . = not tested or not shown; & = joins results of further samples; ! = not confirmed by another sample; [ ] = another dose, or the depositor's remark. This is a subset (hit frequency here may not be typical).

SMILES	EBV gp42 block	TbHK1 inh	Runt-SMMHC FRET	m-calpain inh	Runt-CBFb FRET	p47phox inh	p97 ATPase inh	RBBP9 inhibitor	Furin inh
CC(C)CCP(=O)(O)c1ccccc1	-12	-2	-2	-9	-1	-5	-4	-11	-1[20 µM]
CCC12CN3CCN(CC(C3)/C1=N/NC(=O)c1ccncc1)C2	-10	-2	0	-18	0	-5	-1	-8	-18
O=c1[nH]c(CN2CC=C(c3ccccc3)CC2)nc2scc(-c3cccs3)c12	-34	4	-15	-39	0	-79	15*	2	-13
O=C1CN=C(c2ccccc2F)c2cc(Cl)ccc2N1	-9	-5	-4	11	1	-1	3	2	-7
O=c1[nH]c(O)c(N=Nc2ccc3c(c2)OCCO3)c(=O)[nH]1	-45	-1	-26	23	-10	-9	-9	-7	3
CCOc1cccc(=NC2CCCCC2)c2c(C)n(C)c(C)c12	-1	-31	-2	-24	-16	-8	4	-4	-6
Cc1cc(NC(=O)COC(=O)c2c(C)nn(Cc3ccccc3)c2Cl)no1	-2	0	-3	-9	1	-15	-5	0	-11[20 µM]
CCC(=O)O[C@@H]1[C@@H](OC(C)=O)[C@@]2(O)C(C[C@H](O)C2(C)C)[C@](C)(O)[C@H]2CC[C@@H]3[C@@H](O)[C@]12C[C@@]3(C)O (some centres undefined)	-6	0	-1	-24	-2	-8	7	-11	-14
Cc1nn(Cc2ccccc2)c(Cl)c1C(=O)NC1CCCc2ccccc21 (centres undefined)	-27	-1	-1	31	-1	-33	-4	-8	-13
CC(=O)N1CC(=O)Nc2ccc(Cl)cc2C1c1ccc(F)cc1 (centres undefined)	5	-4	0	-9	-2	9	-1	-5	-21
CN1CCN(S(=O)(=O)c2cnc(Cl)c(Br)c2)CC1	-4	-16	-2	-4	3	-9	-2	-11	-19
CCC(C)n1c(O)c(C=NCc2cccnc2)c(=O)[nH]c1=S (centres undefined)	-21	-96	1	-3	-2	-12	8	2	5
CCc1ccc(N2C(=O)NC(=O)/C(=C/c3cccn3CCOc3ccc(C(C)CC)cc3)C2=O)cc1 (centres undefined)	-26	20	-162	4	-17	-61	1	-9	8
Nc1cncc(C(=O)O)c1	-6&-6	-7&-3	-6&-7	5&-40	2&5	1&-5	6&3	8&0	-20&-29
CC1=NOC2(C)Nc3ncnn3C(c3ccccc3)C12 (centres undefined)	-8	-3	-4	-6	3	-1	0	-3	-9[20 µM]
CCCCn1c(O)c(C=NCc2ccc3c(c2)OCO3)c(=O)[nH]c1=O	-8	1	1	20	-1	-2	-6	-3	5
CC(C(=O)N1CCC2(CC1)OCCO2)C1Sc2ccccc2NC1=O (centres undefined)	-16	5	0	-21	0	-14	5	-4	-15
COC(=O)c1c(C)[nH]c(C(=O)C(Cc2ccccc2)N(C)C)c1C (centres undefined)	-29	-12	2	3	0	-18	5	-5	-12
COC1C(OC(=O)c2ccc(C)[nH]2)C(O)C(Oc2ccc3c(O)c(NC(=O)c4ccc(O)c(CC=C(C)C)c4)c(=O)oc3c2Cl)OC1(C)C (centres undefined)	-1	-6	-10	19	-1	-55	5	-5	-21
CCN1CCN(Cc2cc(C(C)(C)C)c(O)c(C(C)(C)C)c2)CC1	-26	1	-4	-9	-2	-6	-1	-4	-9[20 µM]
Cc1cccc(CN2CCCC(C(=O)c3ccc4c(c3)OCO4)C2)n1 (centres undefined)	-7	-7	-1	-37	-1	-5	2	-7	-17
CC(C)(C)N(NC(=O)c1ccccc1)C(=O)c1ccccc1	2	-1	2	-16	0	-8	2	-2	-9[20 µM]
Fc1ccc(CCNCc2ccc(Cl)c(Cl)c2)cc1	-11	-4	0	0	-2	-3	-6	7	-10[20 µM]
Cc1cc(OC(=O)CCCNC(=O)OC(C)(C)C)c2c3c(c(=O)oc2c1)CCC3	-12	-4	1	-143	-8	-8	-2	-4	-9[20 µM]
O=c1[nH]c(=S)n(Cc2ccc(F)cc2)c(O)c1C=NCC1CCCO1 (centres undefined)	3	-61	2	38	0	-12	-4	-7	-5[20 µM]
CC(=NCc1ccc2c(c1)OCO2)c1c(O)n(C)c(=O)n(C)c1=O	-3	2	0	-39	-1	-10	-1	7	-21[20 µM]
CCCC1C(C#N)=C(N)Oc2c1c(=O)oc1ccccc21 (centres undefined)	-15	5	0	-18	1	-10	1	-5	-9[20 µM]
N#CC(C#N)=Cc1ccc(N2CCOCC2)cc1	-55	-13	-6	1	-2	3	-1	-7	-14
CCOC(=O)C1=C(NC(=S)NC(=O)c2ccccc2)c2ccccc2CC12CCCC2	0	4	-2	36	5	3	-2	-4	-14
CN1CCN(c2ncnc3c2cnn3C)CC1	-12	-1	-3	20	-1	29	-4	-8	-3

A draw from above in order of formula weight, rising.
SMILES	EBV gp42 block	TbHK1 inh	Runt-SMMHC FRET	m-calpain inh	Runt-CBFb FRET	p47phox inh	p97 ATPase inh	RBBP9 inhibitor	Furin inh
Fc1ccc(CCNCc2ccc(Cl)c(Cl)c2)cc1	-11	-4	0	0	-2	-3	-6	7	-10[20 µM]
CCCCn1c(O)c(C=NCc2ccc3c(c2)OCO3)c(=O)[nH]c1=O	-8	1	1	20	-1	-2	-6	-3	5
O=c1[nH]c(=S)n(Cc2ccc(F)cc2)c(O)c1C=NCC1CCCO1 (centres undefined)	3	-61	2	38	0	-12	-4	-7	-5[20 µM]

Continuation.
SMILES	EBV gp42 block	TbHK1 inh	Runt-SMMHC FRET	m-calpain inh	Runt-CBFb FRET	p47phox inh	p97 ATPase inh	RBBP9 inhibitor	Furin inh
CCC(=NCC1CCCO1)c1c(O)n(-c2ccc(Cl)cc2)c(=O)[nH]c1=O (centres undefined)	-21	-4	0	-39	-2	-8	-3	4	-19
CN(C)C(Cc1ccccc1)C(=O)c1cccs1 (centres undefined)	-18	-8	-5	3	-1	-9	2	5	-17
Cc1ccccc1Cc1c(C)nc2nc(SCC(=O)N3CCC4(CC3)OCCO4)nn2c1C	-30	-3	0	-8	1	2	2	-6	-17[20 µM]
CCCC(C)C1(CC)C(=O)NC(=Nc2ccc(F)cc2)NC1=O (centres undefined)	5	-7	3	0	0	-1	-2	-5	-25[20 µM]
Cc1cc(C(=O)CN2CCCC2)c(C)n1-c1ccc(F)cc1	0	6	0	-8	-1	-15	-2	-8	-14
Cc1ccc2c(c1)CC1(CN2C)C(=O)NC(=O)N(CCC2=CCCCC2)C1=O (centres undefined)	-3	7	3	-6	1	-9	-3	-4	-13
COc1cc(C(CN)CC(=O)O)ccc1O (centres undefined)	-14	-9	0	6	4	-9	1	4	-10
CCc1cc2c(s1)NC(=O)CN=C2c1cccs1	-14	-4	-3	-29	0	-10	9	-4	-23
Cc1ccc(-c2nc3ccccc3c(=O)n2-c2ncccc2C)cc1	3	-1	-5	-24	.	-2	-2	-5	-12[20 µM]
Cc1ccc(CN2C3CCCC2CC(NC(=O)Nc2cccc(F)c2)C3)cc1 (centres undefined)	-16	10	2	-5	-40	-6	6	0	-21
COc1cc(CC2(CCc3ccncc3)C(=O)NC(=O)NC2=O)cc(OC)c1OC	3	0	1	-5	2	7	-3	-5	-16
CCOC(=O)Cn1cc([N+](=O)[O-])nc1[N+](=O)[O-]	-1	-9	-3	13	2	3	-1	-8	-16[20 µM]
CCCCCCC(=O)c1c(O)n(-c2ccccc2OC)c(=O)[nH]c1=O (tested in a mixture with another compound)	-19	9	-1	-6	-1	-18	-2	-9	-19
CN1C(=O)C(=Cc2ccc(N3CCOCC3)c([N+](=O)[O-])c2)C(=O)N(C)C1=O	-5	-11	-6	27	1	1	6	2	-7
Cc1ccc(N2C(=O)NC(=O)/C(=C/c3ccc(-c4ccc(C(=O)O)c(Cl)c4)o3)C2=O)cc1	-192	-31	0	-48	18	-20	11	-5	-10
COC(=O)N(C)c1ccc(C(O)(C(=O)OC)C(F)(F)F)cc1 (centres undefined)	6	-3	-1	20	0	-5	1	2	-3
CCCCCCC(=O)c1c(O)n(-c2ccccc2OC)c(=O)[nH]c1=O	-10	2	-1	15	-4	-17	1	0	-16
CN1CCN(Cc2cn3cccnc3n2)CC1	-15	-4	-2	-20	-2	-7	4	6	-15
CCOP(=O)(OCC)C(CC)N1CCOCC1 (centres undefined)	-5	-1	2	32	2	-4	2	6	-24[20 µM]
CC[N+](C)(CC)CCCOC(=O)C(O)(c1ccccc1)C1CCCCC1 (centres undefined)	-49	13	4	20	-1	-1	-5	-6	-7[20 µM]
CCc1nc2ccccc2c(=O)n1-c1ccc2ccccc2c1	-4	2	2	-27	1	-8	-2	-8	-18[20 µM]
Cc1ccc(OP(=O)(NCc2ccccc2)Oc2ccc(C)cc2)cc1	11	7	-1	14	-6	-8	2	-7	-15
CC[C@@H](CO)NC(=O)[C@@H]1C=C2c3cccc4c3c(cn4C)C[C@H]2N(C)C1	53*!	-12&-24	-29&-3	i	-5&22	16&6	10	0	-85&-77
O=C1C(c2ccccc2)=C(N2CC2)c2ccccc21	-10	-5	2	-16	-1	-13	-1	-9	-25[20 µM]
O=[N+]([O-])c1ccc(N2CCOCC2)c2cccnc12	-11	-7	-2	-7	1	-8	3	2	-5
OC1(c2ccc(F)cc2)CCNC1 (centres undefined)	-22	3	1	17	-3	4	3	11	-15
O=C(c1cc2cc3ccc(Cl)cc3nc2o1)N1CCC2(CC1)OCCO2	-6	-33	-4	-5	0	-6	4	-8	-6
O=S(=O)(c1ccccc1)N1CN2CCN(C2)C1	-2	-1	3	-8	1	-20	-1	-6	-6
NCCNc1ccc([N+](=O)[O-])c2cccnc12	-15	-8	-2	-11	-3	5	5	1	-7
CCC(=O)c1cn(Cc2ccccc2)c2ccccc12	-25	-6	-2	-8	-1	-8	4	-2	-18
CCC(CC)C1C(C#N)=C(N)Oc2c1c(=O)oc1ccccc21 (centres undefined)	-1	35	3	7	-2	-2	1	0	0[20 µM]
CCc1ccc2nc(N3CCC(C(=O)N4CCC5(CC4)OCCO5)CC3)sc2c1	9	-5	1	-18	-3	-13	-5	-4	-14
Cc1cccn2c(NCC3CCCO3)c(C(C)C)nc12 (centres undefined)	-20	-14	-2	i	-4	3	-2	-12	-8
OC(CCNCCc1c[nH]c2ccccc12)C(F)(F)F (centres undefined)	-2	-3	-2	4	-1	7	-5	-14	-21
COc1cc(CN=Cc2c(O)n(C(C)(C)C)c(=O)[nH]c2=O)cc(OC)c1	-5	-9	3	20	2	0	5	-10	-24
O=C(c1cc(-c2ccncc2)nc2ccccc12)N1CCC2(CC1)OCCO2	-16	-14	4	7	1	-5	-5	-6	-12

Random excerpt: three compounds from above.
SMILES	EBV gp42 block	TbHK1 inh	Runt-SMMHC FRET	m-calpain inh	Runt-CBFb FRET	p47phox inh	p97 ATPase inh	RBBP9 inhibitor	Furin inh
CCOP(=O)(OCC)C(CC)N1CCOCC1 (centres undefined)	-5	-1	2	32	2	-4	2	6	-24[20 µM]
CCC12CN3CCN(CC(C3)/C1=N/NC(=O)c1ccncc1)C2	-10	-2	0	-18	0	-5	-1	-8	-18
CCCC(C)C1(CC)C(=O)NC(=Nc2ccc(F)cc2)NC1=O (centres undefined)	5	-7	3	0	0	-1	-2	-5	-25[20 µM]
